Bioassay records (PubChem)
DNMT1 inh: inhibitors of human DNMT1; AID 588458; 360,000 tested, 0.83% active; inhibition (reported as % activation of signal), % at 10 µM; P26358; DNMT1 molecular beacon, Hinp1I cleavage, fluorescence; in the data active = inhibition above about 50%
Target sequence (P26358 504-1616 limits assumed): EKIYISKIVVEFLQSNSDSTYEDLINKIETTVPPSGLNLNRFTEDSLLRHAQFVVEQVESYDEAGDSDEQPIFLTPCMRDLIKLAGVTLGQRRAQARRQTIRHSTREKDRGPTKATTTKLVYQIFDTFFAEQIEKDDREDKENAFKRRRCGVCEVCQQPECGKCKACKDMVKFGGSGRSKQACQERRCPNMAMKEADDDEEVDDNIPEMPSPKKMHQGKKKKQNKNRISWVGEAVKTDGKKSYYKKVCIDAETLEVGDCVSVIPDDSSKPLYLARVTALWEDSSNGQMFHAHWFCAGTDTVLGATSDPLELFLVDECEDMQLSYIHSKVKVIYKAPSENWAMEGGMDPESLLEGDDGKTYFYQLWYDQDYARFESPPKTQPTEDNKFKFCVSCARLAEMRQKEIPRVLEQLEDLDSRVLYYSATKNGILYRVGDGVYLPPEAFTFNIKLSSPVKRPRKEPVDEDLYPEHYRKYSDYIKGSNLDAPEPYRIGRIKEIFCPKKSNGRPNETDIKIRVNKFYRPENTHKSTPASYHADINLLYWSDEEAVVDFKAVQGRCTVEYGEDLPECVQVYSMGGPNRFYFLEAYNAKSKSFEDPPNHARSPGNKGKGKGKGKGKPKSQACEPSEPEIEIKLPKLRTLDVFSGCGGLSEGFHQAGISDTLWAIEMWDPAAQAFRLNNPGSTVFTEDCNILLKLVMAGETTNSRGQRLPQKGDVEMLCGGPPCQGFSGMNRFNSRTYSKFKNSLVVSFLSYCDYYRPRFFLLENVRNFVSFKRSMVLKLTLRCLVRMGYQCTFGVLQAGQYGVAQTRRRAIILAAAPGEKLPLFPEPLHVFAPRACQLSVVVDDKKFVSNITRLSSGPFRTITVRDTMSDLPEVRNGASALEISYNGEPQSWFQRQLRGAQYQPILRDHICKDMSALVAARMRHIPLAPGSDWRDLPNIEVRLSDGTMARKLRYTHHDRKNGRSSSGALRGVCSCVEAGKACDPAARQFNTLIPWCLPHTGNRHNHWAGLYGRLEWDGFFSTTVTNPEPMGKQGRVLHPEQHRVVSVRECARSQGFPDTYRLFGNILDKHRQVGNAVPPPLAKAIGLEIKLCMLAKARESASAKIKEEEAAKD
Rin1 Abl inh: human Rin1-Abl interaction inhibition; P00519+Q13671; inhibition, % at 7.35 µM; TR-FRET Rin1/Abl binding, biochemical; 360,000 tested, 0.4% active; in the data active = inhibition above about 5%, passing the limit was not always enough
NadD inh: NadD (S. aureus) enzyme inhibition | 360,000 tested, 0.78% active | AID 602399 | inhibition, % at 20 µM | purified NadD enzyme, colorimetric absorbance read-out; in the data active = inhibition above about 26%; also: some compounds past the cut are filed as inactive
Scp1 inh: inhibitors of human Scp-1 phosphatase | Q9GZU7 | Recombinant Scp1, phosphopeptide, malachite green phosphate absorbance | inhibition, % at 20 µM | 340,000 tested, 0.88% active;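 active = inhibition above about 50% at 20 µM, limit read from the data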;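 also: plate controls were DMSO wells with enzyme for no effect and wells lacking enzyme for full effect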
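Incubation: 45 min enzyme reaction at room temperature / System: truncated SCP-1 phosphatase (76-261aa) / Reagent: Phospho 17-mer peptide substrate / Buffer or medium: Acidic Tris acetate buffer with magnesium and detergent / Signal: absorbance at 630 nm / Doses: one concentration, 20 µM, with 1.0% DMSO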
Rpn11 inh: inhibitors of human proteasome Rpn11; O00487; human 26S proteasome, Ub4-pepOG fluorescence polarization; 20S core pre-blocked with epoxomicin; calls only at 20 µM; 360,000 tested, 0.59% active; AID 588493;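 active = inhibition at 20 µM, scaled to each plate's controls, above about 33%, limit read from the data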
CSN inh: blocks human CSN-mediated cullin deneddylation; Q92905; Purified CSN, SCF-Nedd8-OG deneddylation, fluorescence polarization; inhibition, % at 12.5 µM; 360,000 tested, 0.38% active;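 active = pattern-corrected inhibition above about 35%, with an unprinted fluorescence ratio check between 0.5 and 1.5, limit read from the data, passing the limit was not always enough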;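 also: 0% = enzyme with substrate and 100% = substrate without enzyme; some results filed as inactive read as strong as hits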
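assay system = purified human Csn5 enzyme expressed in HEK293T cells | amount = 0.24 nM enzyme | buffer or medium = Tris/NaCl/DTT buffer, pH 7.5 | reagent = 10 nM SCFSkp2-Nedd8OG | compound = one concentration, 12.5 µM, 0.25% DMSO | times = 90 min reaction at room temperature | signal = FP | read-out basis = % inhibition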
LMPTP inh: LMPTP (human) inhibition; recombinant LMPTP-A, OMFP fluorogenic substrate, fluorescence intensity; 360,000 tested, 0.22% active; P24666; AID 651560; inhibition, % at 20 µM;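 active = compounds that cut the enzyme signal by at least half of the control window in the single-dose screen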;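 also: plate controls were DMSO wells with enzyme plus substrate for no effect and substrate without enzyme for full effect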
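Test system: LMPTP-A phosphatase enzyme. Amount: LMPTP-A at 0.625 nM final in the reaction. Reagent: OMFP substrate, 400 µM final. Times: 50 min at room temperature. Signal: endpoint fluorescence intensity from OMFP dephosphorylation. Read-out basis: % inhibition. Benchmarks: no-enzyme and uninhibited controls.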
Neddyl block: blocks human cullin neddylation; P61081+Q13564; TR-FRET cullin neddylation, biochemical; calls only at 25 µM; 360,000 tested, 0.58% active; AID 651699; in the data active = inhibition above about 36%
STEP block: blocks human striatal-enriched tyrosine phosphatase | recombinant STEP, OMFP fluorogenic substrate, fluorescence | 360,000 tested, 0.25% active | inhibition, % at 20 µM | P54829;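 active = inhibition at 20 µM, scaled per plate between control wells, above about 37%, limit read from the data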;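 also: 0% = DMSO with enzyme and substrate and 100% = substrate only without enzyme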
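Test system: STEP tyrosine phosphatase / Reagent: OMFP at 25 µM / Doses: 20 µM, 1% DMSO / Read-out: percent inhibition scaled to no-enzyme and uninhibited-enzyme controls, plate-pattern corrected / Detection: FITC-channel fluorescence of OMFP product / Medium: Bis-Tris buffer pH 6.0, 2.5 mM DTT, 0.005% Tween 20 / Schedule: 20 min at room temperature, dark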
SUMO1 PPI mod: SUMO1-SIM interaction modulation. P63165. SUMO1 binding to a labelled peptide, TR-FRET, 1 h. inhibition, % at 20 µM. 360,000 tested, 0.33% active; in the data active = inhibition above about 37%
The depositor's hits bear a star; i = inactive; nt = no result given; & = joins results of further samples.

SMILES	DNMT1 inh	Rin1 Abl inh	NadD inh	Scp1 inh	Rpn11 inh	CSN inh	LMPTP inh	Neddyl block	STEP block	SUMO1 PPI mod
COc1cc(OC)cc(C(=O)NC(C(=O)Nc2ccc(N3CCOCC3)cc2)C(C)C)c1 (configuration not stated)	3	-2	5	-6	i	0	0.4	i	-1	-1
Cc1cc(F)ccc1N1CCC(N2CCN(CCC(C)C)C(CCO)C2)CC1 (configuration not stated)	0	-9	1	3	i	-5	-0.8	i	0	-5
Cc1c(O)nc(SCC(=O)Nc2ccc3c4c(cccc24)CC3)n(-c2ccccc2)c1=O	-5	1	6	-5	i	9	0.7	i	8	9
CCN(Cc1ccccc1)S(=O)(=O)c1cc(C(=O)NC(C)C2CC3CCC2C3)ccc1OC (configuration not stated)	-11	0	-1	-13	i	-6	1.4	i	7	4
Cc1ccc(OCC(=O)NC(=S)Nc2ccc(Br)cn2)cc1C	2	2	-6	1	i	-4	-1.2	i	-1	1
COc1ccccc1N1CCN(S(=O)(=O)CCNC(=O)/C=C/c2ccc3c(c2)OCO3)CC1	-36	0	3	nt	i	-1	1.8	i	1	-11
COc1ccc(CNc2nc3ccccc3n2C)c(O)c1	1	-1	-5	-13	i	2	1.2	i	2	3
O=C(CSc1nnc(Cc2ccccc2)o1)NC1CCCCC1	-1	1	-1	0	i	0	0.6	i	0	-3
COC(=O)c1cnn2c3c(c(C)nc12)CCCC3	0	0	-4	-5	i	2	-2.0	nt	1	-2
CCOCN(C(=O)Cn1cnc2ccccc21)c1c(C)cccc1CC	-3	0	-4	-2	i	-2	-1.0	i	0	-2
COc1ccc(OC)c2[nH]c(=O)c(CCNS(=O)(=O)c3ccc(Cl)cc3)cc12	-1	0	6	-1	i	3	2.2	i	3	-1
Clc1ccc2c(c1)C1=C(C(c3ccncc3)O2)C(c2ccc(Br)cc2)n2ncnc2N1 (configuration not stated)	-18	2	25	2	i	-1	1.7	i	1	-4
CC1CN(c2nc3ccccc3nc2SCC(=O)Nc2cccc(C(F)(F)F)c2)CC(C)O1 (configuration not stated)	-10	-1	3	-4	i	-2	4.7	i	4	-9
CCC(C)(C)NC(=O)Cc1ccccc1OC	1	-1	-3	-13	i	5	-1.4	i	-8	1
CC(c1ccccc1)N1C(=O)c2ccc(C(=O)NCc3cccnc3)cc2C1=O (configuration not stated)	1	0	1	-5	i	3	1.1	i	-2	-24
CCN(CC)S(=O)(=O)c1ccc(/C=C/C(=O)Nc2cccc(F)c2)cc1	-2	-2	-6	-17	i	1	1.0	i	-1	-3
O=C(CCc1nnc2n(Cc3ccc(F)cc3)c(=O)c3ccccc3n12)NCCCN1CCOCC1	-1	-1	6	-3	i	-3	0.8	i	1	-3
CCCNC(=O)c1c(N)n(-c2cc(OC)cc(OC)c2)c2nc3ccccc3nc12	-9	4	4	-15	i	6	3.3	nt	-4	7
OC1CCN(c2cc(-c3ccccc3)nc3cc(-c4ccc(F)cc4)nn23)CC1	-3	0	0	-8	i	5	0.1	nt	-3	-4
Cc1ccc(C)c(NCCC#N)c1	3	-2	-1	-7	i	-7	-2.2	i	0	-1
CNc1nnc(-c2ccncc2)s1	0	-2	0	-7	i	-2	-0.4	nt	-2	-5
COc1ccc(NC2CCCN(C(=O)CCCn3cncn3)C2)cc1 (configuration not stated)	-1	-1	-6	nt	i	-2	0.7	i	1	-3
CCCc1cc(=O)[nH]c(SCC(=O)N(C)C2CCS(=O)(=O)C2)n1 (configuration not stated)	4	1	4	-4	i	-3	-2.7	i	-3	-3
COc1cc2c(cc1NC(=S)NC(=O)/C=C/c1ccc(OC)c(OC)c1)oc1ccccc12	3	1	4	-1	i	3	3.5	i	-2	-3
COCC(=O)N(Cc1cc2ccc(C)cc2[nH]c1=O)c1ccc(OC)cc1	3	6	1	-3	i	-2	0.9	i	1	-1

Profiles as entered above. Order of screens: DNMT1 inh | Rin1 Abl inh | NadD inh | Scp1 inh | Rpn11 inh | CSN inh | LMPTP inh | Neddyl block | STEP block | SUMO1 PPI mod
CCC(C)(C)NC(=O)Cc1ccccc1OC in the list: 1 | -1 | -3 | -13 | i | 5 | -1.4 | i | -8 | 1
COc1ccc(CNc2nc3ccccc3n2C)c(O)c1 in the list: 1 | -1 | -5 | -13 | i | 2 | 1.2 | i | 2 | 3

The listing continues.
SMILES	DNMT1 inh	Rin1 Abl inh	NadD inh	Scp1 inh	Rpn11 inh	CSN inh	LMPTP inh	Neddyl block	STEP block	SUMO1 PPI mod
O=C(CSc1ccc([N+](=O)[O-])cn1)Nc1ccc2c(c1)OCO2	-2	2	-4	-8	i	-4	0.7	i	0	-43
COc1cccc(OCC(Cn2c(C)nc3ccccc32)OC(C)=O)c1 (configuration not stated)	7	-2	-1	-6	i	3	-0.5	i	-3	5
FC(F)(F)c1cnc2c(-c3ccccc3)n[nH]c2c1	5	4	-7	-6	i	-10	0.9	nt	-2	-2
CCN(c1ccccc1)S(=O)(=O)c1ccc(Cl)c(C(=O)NCC2CCCO2)c1 (configuration not stated)	0	1	-8	-6	i	-1	0.0	i	-2	-4
Cc1ccc(N2C(=O)Nc3ccccc3S2(=O)=O)cc1Cl	-1	0	1	-19	i	0	1.1	i	-1	-1
CC(NC(=O)C1CCN(Cc2ccccc2)CC1)c1cccc2ccccc12 (configuration not stated)	3	-5	-10	nt	i	-2	-1.5	i	0	-3
CCOC(=O)C1=C(C)Nc2ccccc2N=C1NC(=O)c1cccc(S(=O)(=O)N(C)C)c1	-2	2	4	-3	i	-1	0.4	i	0	0
COc1ccc(-c2cc(-c3ccccc3O)[nH]n2)cc1	6	3	-3	6	i	3	1.0	i	-1	2
COC(=O)/C(=C\Nc1ccc(Cl)c2ccccc12)c1ncc(C(F)(F)F)cc1Cl	1	-2	3	0	i	-3	-0.5	i	2	0
Fc1cccc2sc(Nc3nc4ccccc4s3)nc12	1	0	4	-5	i	-15	1.0	i	-2	3
CC(=O)C1=C(O)C(=O)N(c2ccc(O)cc2)C1c1ccccc1 (configuration not stated)	-2	-2	-3	-13	i	-4	-1.2	i	1	-3
O=C(NCCSc1ccccc1)c1ccco1	3	4	-5	-2	i	1	-0.4	i	-3	-2
Oc1ccccc1-c1nc(NCc2ccco2)c2ccccc2n1	-4	-2	2	1	i	3	5.3	i	1	0
CSc1ncnc2c1ncn2CCCNc1ccc(C)c(C)c1	8	-2	-2	nt	i	4	-1.2	i	-3	3
CCN(CC(=O)Nc1ccccc1C(=O)OC)S(=O)(=O)c1ccc(OC)cc1	9	1	-1	-9	i	4	-1.7	i	-2	-1
CC(C)Oc1ccc(CNC(=O)c2cc(S(=O)(=O)N3CCOCC3)cn2C)cc1	1	1	3	-3	i	0	0.2	i	1	8
COc1ccc(C(=O)OCC(=O)NC(=O)CCSc2ccccc2)cc1	-1	-2	0	-2	i	3	0.6	i	1	2
CC(=O)Nc1ccc(NC(=O)C(C)OC(=O)COc2ccc(Nc3ccccc3)cc2)cc1 (configuration not stated)	-48	2	13	-7	i	4	0.2	i	-1	2
Cc1csc(SCC(=O)c2ccc(S(=O)(=O)N3CCOCC3)cc2)n1	-3	2	-1	-10	i	2	-0.7	i	-1	-7
CCC(C)NC(=O)CN(c1cc(C)cc(C)c1)S(=O)(=O)c1c(C)[nH]c(=O)[nH]c1=O (configuration not stated)	18	-1	-2	-1	i	-2	-0.7	i	0	-1
Cc1cc(C)n(/N=C\c2c(O)ccc3ccccc23)c(=O)c1C(N)=O	-5	-1	10	-8	i	-1	-0.7	i	-2	-11
COc1ccc(N(CC(=O)NCc2ccc3c(c2)OCO3)S(=O)(=O)c2c(C)nn(C)c2C)cc1	4	3	0	10	i	-4	-1.3	i	-2	3
CCCOc1ccc(C(=O)Nc2ccc(C)cc2[N+](=O)[O-])cc1	13	0	8	5	i	3	-1.6	i	-1	-7
CCCCCCSc1ccc(-c2nc3ccc(C)cn3c2NCc2ccccc2)cc1	3	2	9&0	-1	i	13&9	9.7&17	i	1	7&4
O=C(NCc1nc(-c2ccc(Cl)cc2)no1)c1ccco1	2	5	3	-4	i	-1	-1.7	i	-3	7
O=C(COC(=O)CSc1ccc(Cl)cc1)NCCc1ccccc1	1	3	-8	-1	i	3	0.3	i	-2	-3
CCn1nc(CC(=O)Nc2nnc(CC(=O)N3CCOCC3)s2)c2ccccc2c1=O	6	-2	0	-7	i	-3	-2.1	i	0	-1
CC(C)(C)OC(=O)[C@H](Cc1ccccc1)NC(=O)c1nc[nH]c1C(=O)N[C@@H](CCCCN)C(=O)OC(C)(C)C	6	5	-1	-3	i	0	-6.5	i	-2	-14
COc1cc(C(=O)N/C(=C\c2cn(C)c3ccccc23)C(=O)NCCCN2CCOCC2)cc(OC)c1OC	4	-1	-11	3	i	3	-3.7	i	-2	-3
Cc1nc2c(sc3nc4c(cc32)COC(C)(C)C4)c(=O)o1	5	1	-6	-3	i	-1	-1.4	i	15	2

In another format: three of the compounds above
Structure | DNMT1 inh | Rin1 Abl inh | NadD inh | Scp1 inh | Rpn11 inh | CSN inh | LMPTP inh | Neddyl block | STEP block | SUMO1 PPI mod
O=C(COC(=O)CSc1ccc(Cl)cc1)NCCc1ccccc1 | 1 | 3 | -8 | -1 | i | 3 | 0.3 | i | -2 | -3
CCn1nc(CC(=O)Nc2nnc(CC(=O)N3CCOCC3)s2)c2ccccc2c1=O | 6 | -2 | 0 | -7 | i | -3 | -2.1 | i | 0 | -1
CC(C)(C)OC(=O)[C@H](Cc1ccccc1)NC(=O)c1nc[nH]c1C(=O)N[C@@H](CCCCN)C(=O)OC(C)(C)C | 6 | 5 | -1 | -3 | i | 0 | -6.5 | i | -2 | -14

Sorted by the number under Rin1 Abl inh (ascending): 5 of the compounds above.
SMILES	DNMT1 inh	Rin1 Abl inh	NadD inh	Scp1 inh	Rpn11 inh	CSN inh	LMPTP inh	Neddyl block	STEP block	SUMO1 PPI mod
CC(=O)C1=C(O)C(=O)N(c2ccc(O)cc2)C1c1ccccc1 (configuration not stated)	-2	-2	-3	-13	i	-4	-1.2	i	1	-3
Fc1cccc2sc(Nc3nc4ccccc4s3)nc12	1	0	4	-5	i	-15	1.0	i	-2	3
CCN(c1ccccc1)S(=O)(=O)c1ccc(Cl)c(C(=O)NCC2CCCO2)c1 (configuration not stated)	0	1	-8	-6	i	-1	0.0	i	-2	-4
O=C(COC(=O)CSc1ccc(Cl)cc1)NCCc1ccccc1	1	3	-8	-1	i	3	0.3	i	-2	-3
O=C(NCCSc1ccccc1)c1ccco1	3	4	-5	-2	i	1	-0.4	i	-3	-2
